# GRIN3A LBD mod: binders of NR3A ligand-binding domain, primary screen, biophysical, differential scanning fluorimetry, uHTS. Glutamate receptor ionotropic, NMDA 3A (GRIN3A) ligand-binding domain. Tm shift relative to glycine control, % at 25 µM. NR3A LBD differential scanning fluorimetry, Tm shift; 0% = protein alone, 100% = glycine-bound protein. 2.5% of 340,000 active;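 active = melting temperature shift of at least 10% of the positive control shift, at one fixed dose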
# Mdm2 MdmX PPI: inhibitors of human Mdm2-MdmX association, primary screen, cell-based, luminescence, split luciferase, SaOS-2, uHTS; Protein Mdm4 (Homo sapiens) + E3 ubiquitin-protein ligase Mdm2 (Homo sapiens), …; SaOS-2 split-luciferase Mdm2/MdmX complementation; inhibition, % at 8 µM; 3% of 330,000 active;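 active = inhibition of at least 50% at 8 µM in the primary screen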
# Target sequence (O15151 whole entry, looked up): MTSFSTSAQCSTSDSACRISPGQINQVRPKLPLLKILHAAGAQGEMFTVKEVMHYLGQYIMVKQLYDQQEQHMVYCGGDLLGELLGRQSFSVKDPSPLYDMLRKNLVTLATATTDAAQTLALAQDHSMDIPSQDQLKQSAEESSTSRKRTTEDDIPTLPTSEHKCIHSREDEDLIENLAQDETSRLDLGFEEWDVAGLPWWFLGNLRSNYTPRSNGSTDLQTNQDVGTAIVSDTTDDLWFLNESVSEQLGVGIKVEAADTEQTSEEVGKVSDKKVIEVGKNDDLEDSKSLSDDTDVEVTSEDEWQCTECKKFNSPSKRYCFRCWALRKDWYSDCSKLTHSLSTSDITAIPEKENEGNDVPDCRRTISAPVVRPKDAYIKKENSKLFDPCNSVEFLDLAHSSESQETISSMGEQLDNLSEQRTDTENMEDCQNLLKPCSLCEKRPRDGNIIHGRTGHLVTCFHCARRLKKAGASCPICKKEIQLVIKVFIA
# Target sequence (Q00987 whole entry, looked up): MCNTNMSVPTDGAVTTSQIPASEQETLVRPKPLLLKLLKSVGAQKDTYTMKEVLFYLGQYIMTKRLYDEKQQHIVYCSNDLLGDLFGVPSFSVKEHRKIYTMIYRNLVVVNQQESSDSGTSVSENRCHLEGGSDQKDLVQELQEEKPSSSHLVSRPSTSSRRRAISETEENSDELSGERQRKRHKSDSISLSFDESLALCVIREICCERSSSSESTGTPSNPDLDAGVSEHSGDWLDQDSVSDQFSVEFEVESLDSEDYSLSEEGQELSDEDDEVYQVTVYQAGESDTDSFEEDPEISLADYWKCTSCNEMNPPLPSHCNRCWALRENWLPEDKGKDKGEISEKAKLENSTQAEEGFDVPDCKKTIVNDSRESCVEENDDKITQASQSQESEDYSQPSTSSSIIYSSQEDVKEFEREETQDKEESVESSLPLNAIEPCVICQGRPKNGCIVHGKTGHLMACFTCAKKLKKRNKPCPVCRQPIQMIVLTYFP
# UPR CHOP act: activators of apoptotic CHOP UPR arm, primary screen, cell-based, CHO-CHOP luciferase reporter, luminescence, uHTS; UPR activation; percent of tunicamycin response over DMSO baseline; activation, % at 10 µM; 0.34% of 330,000 active;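 active = at 10 µM dose, activation of 40% or more, normalized to positive control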;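 also: 100% = tunicamycin at 10 µg/mL and 0% = DMSO alone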
#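 assay system = CHO CHOP reporter cells | amount = 500 CHO-CHOP cells per well | buffer or medium = F12 with 10% FBS | incubation = 16-18 h cell attachment, then 6 h compound exposure, 37 °C | detection = luminescence read with Steady-Glo | read-out = percent activation relative to tunicamycin control | controls = tunicamycin high control, DMSO low control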
# TIM10 inh: growth inhibitors of isogenic TIM10 control yeast, primary screen, counter-screen for tim10-1 yeast inhibitor project, luminescence, uHTS | S. cerevisiae TIM10 strain growth, BacTiter-Glo luminescence, 24 h | inhibition, % at 10 µM | 1.4% of 330,000 active | AID 463195, 2010;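 active = inhibition of 40% or more at the single tested concentration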;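 also: wild-type TIM10 isogenic control strain grown at permissive 25 °C; 0% = DMSO yeast wells and 100% = minimal medium wells without yeast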
# tim23-1 inh: growth inhibitors of tim23-1 mutant yeast, primary screen, luminescence, uHTS. S. cerevisiae tim23-1 growth, BacTiter-Glo luminescence, 24 h. 1.3% of 330,000 active. AID 463212, 2010. inhibition, % at 20 µM;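 active = growth inhibition of the mutant yeast at or above 50%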;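 also: temperature-sensitive mutant grown at 25 °C; plate controls were DMSO-treated mutant yeast for no effect and medium wells lacking yeast for full effect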
# UPR XBP1 act: activators of adaptive XBP1 UPR arm, primary screen, cell-based, CHO-XBP1 luciferase reporter, luminescence, uHTS; IRE1-XBP1 UPR activation; percent of tunicamycin response, DMSO as zero; activation, % at 20 µM; 0.33% of 330,000 active; AID 463104, 2010;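 active = versus positive control, 20 µM dose yields 30% or more activation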;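 also: 100% = tunicamycin at 10 µg/mL and 0% = DMSO only wells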
#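 incubation = overnight seeding at 37 °C, 6 h compound treatment at 37 °C | assay system = CHO-XBP1 cells stably carrying IRE1-XBP1-driven luciferase reporter | input = 1000 cells per well | detection = luciferase luminescence | dosing = single point, 20 µM final compound, 1% DMSO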
# tim10-1 inh: growth inhibitors of tim10-1 mutant yeast, primary screen, luminescence, uHTS; inhibition, % at 20 µM; 2.2% of 330,000 active; AID 463190, 2010; S. cerevisiae tim10-1 ts strain growth, BacTiter-Glo, 24 h;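 active = inhibition of at least 40%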;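 also: mutant grown at 25 °C; 0% = DMSO wells with yeast and 100% = wells holding no yeast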
# NLRP3 yeast inh: NALP3 inflammasome inhibitors in reconstituted yeast, primary screen, luminescence, uHTS; Yeast reconstituted NLRP3/ASC/caspase-1, beta-gal luminescence, 24 h; inhibition, % at 10 µM; 0.39% of 330,000 active; AID 2825, 2010;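 active = inhibition of 50% or more; inactive = inhibition below 50%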;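 also: plate controls were induced DMSO wells for no effect and uninduced yeast grown without galactose for full effect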
# APJ agonist: agonists of human apelin receptor APJ, primary screen, CHO-K1 cells, PathHunter beta-arrestin, luminescence. 0.11% of 330,000 active. activation, % at 20 µM. AID 2520, 2010. 0% DMSO wells, 100% apelin. P35414;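 active = activation more than six SD over the plate average, tested at 20 µM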;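 also: 0% = DMSO alone and 100% = apelin-13 at 10 nM; some results filed as inactive read as strong as hits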
#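 Assay system: engineered CHO-K1 APJ arrestin reporter cells; Amount: 1000 CHO-K1 reporter cells seeded per well; Dosing: one dose, 20 µM compound, 1% DMSO; Times: compound stimulation 90 min at 25 °C, detection 60 min; Measured by: luminescent beta-gal fragment complementation, chemiluminescent substrate; Read-out: APJ–arrestin association signal; Controls: DMSO vs Apelin-13 10 nM.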
# An asterisk follows results filed as active; / = no result given.
SMILES,GRIN3A LBD mod,Mdm2 MdmX PPI,UPR CHOP act,TIM10 inh,tim23-1 inh,UPR XBP1 act,tim10-1 inh,NLRP3 yeast inh,APJ agonist
COc1ccc(-c2cc(-c3cccs3)c(C#N)c(SCC(=O)NCc3ccccc3)n2)cc1,-3,61*,15,-3,-5,0,7,-9,-6
CN1CCSc2ccc(C(=O)NCc3ccccc3)cc21,-3,-7,1.7,-4,16,-3,10,15,0
Cc1cc(NC(=O)Nc2ccccc2[N+](=O)[O-])n(C)n1,0,-20,2.4,11,-2,1,-1,-1,-2
COC(=O)[C@@H]1C[C@@H]2CC[C@@H](O)C[C@@H]2N1Cc1ccc(C(F)(F)F)cc1,-2,-21,0.7,-1,13,-1,-10,34,2
CC1CCCC/C1=N/Nc1ccc([N+](=O)[O-])cc1[N+](=O)[O-] (stereo unspecified),0,7,-4.7,16,9,-3,20,23,0
CCOC(=O)Cn1c(=NC(=O)C(C)C)sc2c(C)cc(C)cc21,0,1,1.2,5,34,-1,13,-13,-6
CCCS(=O)(=O)Nc1c(C(=O)O)[nH]c2ccc(OC)cc12,1,3,-0.2,9,7,-2,-5,12,-2
O=C(O)c1ccccc1C(=O)OCCCc1ccncc1,-1,-10,-0.4,-7,1,-1,-16,2,-3
COc1ccc(CCN(Cc2cc3cccc(C)c3n3nnnc23)C(=O)c2ccncc2)cc1OC,/,22,2.5,4,14,1,6,9,-1
CC(/C=N/n1c(-c2ccc(Cl)cc2)n[nH]c1=S)=C\c1ccco1,-1,-16,-0.3,7,38,2,12,2,-2
Cc1cc(CNC(=O)COC(=O)C2CC3CCCC(C2)C3=O)cc(C)c1O (stereo unspecified),1,-2,-3.0,-2,-7,-2,-10,-1,0
CCOc1ccc(N(CC(=O)Nc2ccc(C)cc2C)S(C)(=O)=O)cc1,0,13,1.0,-3,-3,-2,0,5,-3
CCN(CC)S(=O)(=O)c1ccc(NC(=S)NC(=O)C(C)C)cc1,-1,-16,-1.8,19,41,0,26,10,8
COc1ccc(NC(=S)NCc2ccccc2)c(OC)c1,-1,7,-0.5,2,-6,-5,10,27,0
CSc1ccccc1NC(=O)C(C)N1C(=O)c2ccccc2S1(=O)=O (stereo unspecified),0,-2,-1.8,-7,12,0,2,20,-2
CCCCN(C(=O)c1cc(OC)c(OC)c(OC)c1)C1=CC2CCC(C1)N2C (stereo unspecified),8,26,-0.9,-8,13,-2,7,8,1
CCn1nc(NC(=O)COC)c2cc3cc(C)ccc3nc21,0,-10,0.4,2,4,-3,7,7,-3
OC(COc1c(F)cc(Br)cc1F)CN1CCOCC1 (stereo unspecified),5,-9,0.4,-9,-6,-2,3,12,0
CCOC(=O)NC(=O)CSc1ccc(C)cc1C,1,-5,0.3,-8,13,-2,2,14,1
COc1ccc(OC(=O)COc2ccccc2C)cc1,0,-12,2.3,11,0,-6,-15,6,4

# 7 consecutive entries out of the list so far, for reference:
SMILES,GRIN3A LBD mod,Mdm2 MdmX PPI,UPR CHOP act,TIM10 inh,tim23-1 inh,UPR XBP1 act,tim10-1 inh,NLRP3 yeast inh,APJ agonist
COc1ccc(NC(=S)NCc2ccccc2)c(OC)c1,-1,7,-0.5,2,-6,-5,10,27,0
CSc1ccccc1NC(=O)C(C)N1C(=O)c2ccccc2S1(=O)=O (stereo unspecified),0,-2,-1.8,-7,12,0,2,20,-2
CCCCN(C(=O)c1cc(OC)c(OC)c(OC)c1)C1=CC2CCC(C1)N2C (stereo unspecified),8,26,-0.9,-8,13,-2,7,8,1
CCn1nc(NC(=O)COC)c2cc3cc(C)ccc3nc21,0,-10,0.4,2,4,-3,7,7,-3
OC(COc1c(F)cc(Br)cc1F)CN1CCOCC1 (stereo unspecified),5,-9,0.4,-9,-6,-2,3,12,0
CCOC(=O)NC(=O)CSc1ccc(C)cc1C,1,-5,0.3,-8,13,-2,2,14,1
COc1ccc(OC(=O)COc2ccccc2C)cc1,0,-12,2.3,11,0,-6,-15,6,4

# The results go on:
SMILES,GRIN3A LBD mod,Mdm2 MdmX PPI,UPR CHOP act,TIM10 inh,tim23-1 inh,UPR XBP1 act,tim10-1 inh,NLRP3 yeast inh,APJ agonist
Cc1cc(=O)oc2c3c(cc(OCC(=O)NCc4ccccc4)c12)OC(C)(C)CC3,-2,-2,3.0,8,28,2,15,10,-4
COc1ccccc1N(CC(=O)Nc1ccc(Br)cc1F)S(=O)(=O)c1cccs1,-7,-4,-0.4,16,17,-1,16,-2,-3
c1coc(-c2nnc(-c3cccs3)o2)c1,-1,6,2.7,17,9,1,-10,15,0
O=Cc1c[nH]c2ccc(S(=O)(=O)N3CCOCC3)cc12,4,13,0.5,-8,2,-1,16,-5,-1
CCOc1cc(C(C(=O)NCC2CCCO2)N(C(=O)Cn2nnc3ccccc32)c2ccc(OC)c(OC)c2)ccc1O (stereo unspecified),-1,-18,0.1,-1,8,2,2,-2,-2
CC1=C(C#N)C(C)C2=C(CC(C)(C)CC2=O)N1 (stereo unspecified),-1,27,0.1,-11,5,-2,7,8,3
CCN(CC)CCCN(C(=O)c1cccc(C)c1)c1nc(-c2ccc(OC)cc2)cs1,2,56*,2.4,3,24,-3,27,29,-2
CCOC(=O)C1=CNS(=O)(=O)NC1c1ccc(OC(C)=O)cc1 (stereo unspecified),3,19,2.1,-15,20,1,2,/,/
CC(=O)Nc1nonc1NC(=O)CSc1nc2ccccc2o1,2,18,-0.6,7,-3,-1,17,1,-4
N#Cc1ccc(OCC(=O)Nc2ccc(S(=O)(=O)N3CCOCC3)cc2)cc1,2,-18,-0.2,12,12,-2,10,5,-3

# An excerpt of these results, field by field.
CC1CCCC/C1=N/Nc1ccc([N+](=O)[O-])cc1[N+](=O)[O-] (stereo unspecified)
  GRIN3A LBD mod: 0
  Mdm2 MdmX PPI: 7
  UPR CHOP act: -4.7
  TIM10 inh: 16
  tim23-1 inh: 9
  UPR XBP1 act: -3
  tim10-1 inh: 20
  NLRP3 yeast inh: 23
  APJ agonist: 0

O=Cc1c[nH]c2ccc(S(=O)(=O)N3CCOCC3)cc12
  GRIN3A LBD mod: 4
  Mdm2 MdmX PPI: 13
  UPR CHOP act: 0.5
  TIM10 inh: -8
  tim23-1 inh: 2
  UPR XBP1 act: -1
  tim10-1 inh: 16
  NLRP3 yeast inh: -5
  APJ agonist: -1

CCN(CC)CCCN(C(=O)c1cccc(C)c1)c1nc(-c2ccc(OC)cc2)cs1
  GRIN3A LBD mod: 2
  Mdm2 MdmX PPI: 56*
  UPR CHOP act: 2.4
  TIM10 inh: 3
  tim23-1 inh: 24
  UPR XBP1 act: -3
  tim10-1 inh: 27
  NLRP3 yeast inh: 29
  APJ agonist: -2

# Carrying on:
SMILES,GRIN3A LBD mod,Mdm2 MdmX PPI,UPR CHOP act,TIM10 inh,tim23-1 inh,UPR XBP1 act,tim10-1 inh,NLRP3 yeast inh,APJ agonist
COc1cc([C@H]2c3[nH]c4ccccc4c3C[C@H]3C(=O)N4[C@@H](c5cc(OC)c(OC)c(OC)c5)c5[nH]c6ccccc6c5C[C@H]4C(=O)N23)cc(OC)c1OC,-3,79*,88*,-1,-3,153*,-13,17,4
O=C(COC(=O)C1CCN(c2ccc(C(F)(F)F)cn2)CC1)Nc1cccc(F)c1,12*,8,0.4,16,36,-1,38,11,-5
CCOP(=O)(OCC)/C(=N/OC(=O)c1cccc([N+](=O)[O-])c1)C(N)=O,-1,21,1.4,13,-2,-1,16,13,-8
COc1ccc2nc(NC(=O)C(NS(=O)(=O)c3cccs3)C(C)C)sc2c1 (stereo unspecified),-6,-4,-1.6,0,-24,1,11,0,-4
CC1(NC(=O)CSc2nnc(-c3ccco3)n2Cc2ccccc2)CCS(=O)(=O)C1 (stereo unspecified),1,14,1.3,3,-10,2,-17,9,-5
COc1cc2c(-c3ccc4[nH]ccc4c3)c(-c3ccc(C#N)cc3)oc(=O)c2cc1OC,-8,43,1.9,7,28,2,31,18,-1
COc1ccc(-c2cc(C(=O)Nc3cc(C)n(Cc4ccc(Cl)cc4)n3)no2)cc1OC,-1,11,4.0,1,0,0,-3,-9,0
Cc1ccc(-c2nnn(CC(=O)Nc3ccc4nn(-c5ccccc5)nc4c3)n2)o1,0,45,1.2,9,3,2,13,1,-6
O=C(O)Cc1ccc(NC(=O)C2CC=CCC2C(=O)O)cc1 (stereo unspecified),/,7,0.9,1,-5,-2,-6,3,1
CCOC(=O)C1(CCc2ccccc2)CCN(C(=O)CN2CCOC2=O)CC1,0,5,0.0,2,11,7,7,22,-3
CCN1CCN(c2ncnc3c2cnn3-c2ccc(Cl)cc2)CC1,0,-34,2.5,-2,18,0,31,26,-2
Cn1nnnc1SCc1cc(=O)n2ccsc2n1,-6,19,-0.1,2,-8,-5,-11,6,-1
COc1cccc2[nH]c3c(N4CCN(Cc5ccc6c(c5)OCO6)CC4)ncnc3c12,/,35,1.0,16,24,-2,24,8,1
Cc1ccc(CN2CCN(/N=C/c3ccco3)CC2)c(C)c1,4,-31,3.0,-9,14,-2,15,11,-8
COc1ccc(C(=O)NCCNC(=O)c2cnccn2)cc1OC,2,6,-0.1,-22,16,-2,8,14,0
C=CCn1c(SCC(=O)Nc2cc(C)ccc2OC)nnc1-c1ccco1,1,34,1.0,1,1,1,33,2,-7
NC(=O)c1cc(S(=O)(=O)NCc2ccccc2)cs1,0,12,1.9,-1,0,-7,-6,4,0

# High-throughput results (PubChem BioAssay)

# The order is random. Share with any hit: about 8.2%.
